Source: PubChem
M1 PAM parental: counter-screen for M1 PAMs: effect in parental CHO-K1 cells. ATP EC20, Fluo-8 calcium fluorescence; 0% at ATP EC20, 100% at ATP max. 360,000 compounds, 0.02% hits. activation, % at 3 µM. AID 602247;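 active = activation above the run cutoff, the mean activation of all test compounds plus 3 SD, cut at about 40% in these data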;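 note: peak over basal fluorescence ratio in a 140 s read after ATP addition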
TAAR1 antagonist: human TAAR1 antagonism. Q96RJ0. CHO RD-HGA16 TAAR1, Fluo-8 calcium fluorescence, antagonist. inhibition, % at 3 µM. 360,000 compounds, 1.5% hits. AID 624466;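 active = inhibition above a per-plate cutoff, the mean inhibition of test compounds on that plate plus 3 SD, cut at about 49% in these data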;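 note: 0% = DMSO plus EC80 beta-PEA response and 100% = DMSO alone without agonist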
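Assay system: RD-HGA16 CHO cells with stable hTAAR1 and Gα16 / Reagent: EC80 β-phenethylamine stimulus / Doses: 3 µM, single point / Timing: dye loading 75 min at 37 °C, then 30 min room temperature / Measured by: Fluo-8 intracellular calcium dye fluorescence, real-time kinetic reads / Controls: vehicle wells and EC80 agonist wells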
M1 ag: agonists of human M1 muscarinic receptor. 360,000 compounds, 0.33% hits. AID 588814. activation, % at 3 µM. CHO-K1 hM1, Fluo-8 calcium fluorescence, agonist mode; 0% DMSO, 100% acetylcholine EC100. P11229;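 active = activation above the run's mean compound activation plus 3 SD, cut at about 16% in these data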;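 note: peak over basal fluorescence ratio within a 140 s kinetic read after compound addition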
Target sequence (P11229 whole entry, looked up): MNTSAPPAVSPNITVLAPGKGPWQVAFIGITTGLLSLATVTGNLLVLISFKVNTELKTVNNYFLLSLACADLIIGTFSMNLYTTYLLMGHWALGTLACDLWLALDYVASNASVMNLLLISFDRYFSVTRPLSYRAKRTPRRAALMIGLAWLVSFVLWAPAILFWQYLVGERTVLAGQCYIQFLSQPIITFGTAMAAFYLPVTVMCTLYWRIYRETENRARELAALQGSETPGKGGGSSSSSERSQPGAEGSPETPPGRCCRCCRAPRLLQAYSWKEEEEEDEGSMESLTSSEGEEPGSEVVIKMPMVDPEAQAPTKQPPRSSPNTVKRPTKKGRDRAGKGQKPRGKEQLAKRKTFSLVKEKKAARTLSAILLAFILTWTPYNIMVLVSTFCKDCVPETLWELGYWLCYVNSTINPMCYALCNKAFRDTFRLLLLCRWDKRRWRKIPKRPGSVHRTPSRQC
CHO-K1 Ca antag: nonselective inhibitor or artifact in parental CHO-K1 cells; ATP-induced calcium, Fluo-8 fluorescence; AID 602250; inhibition, % at 3 µM; 360,000 compounds, 0.6% hits;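 active = inhibition above a per-plate cutoff, the plate's mean sample inhibition plus 3 SD, cut at about 24% in these data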;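 note: 0% = DMSO plus EC80 ATP and 100% = DMSO alone without ATP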
TAAR1 agonist: agonists of human TAAR1. Q96RJ0. CHO RD-HGA16 TAAR1, Fluo-8 calcium fluorescence; vehicle wells 0%, saturating PEA agonist 100%. activation, % at 3 µM. 360,000 compounds, 0.99% hits. AID 624467;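 active = activation above the mean activation of all test compounds in the run plus 3 SD, cut at about 38% in these data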
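Benchmarks: low control DMSO, high control PEA (EC100); System: CHO RD-HGA16 cells carrying human TAAR1 plus Gα16; Detection: Fluo-8 fluorescence, 5 s baseline then 140 s kinetic read; Schedule: 17-24 h plating, Fluo-8 75 min 37 °C, 30 min RT; Read-out basis: % activation from peak over basal fluorescence ratio, DMSO-to-PEA scaled.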
OXTR potentiator: potentiators of human oxytocin receptor; CHO-OTR cells, Fluo-8 calcium fluorescence, potentiator mode; 0% = oxytocin EC15, 100% = EC100; activation, % at 3 µM; 320,000 compounds, 0.061% hits;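 active = activation above that plate's cutoff, the mean activation of tested compounds plus 3 SD, cut at about 6.6% in these data, passing the limit was not always enough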;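 note: 100% uses oxytocin at 75 nM as the full agonist control; some results filed as inactive read as strong as hits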
Target sequence (P30559 whole entry, looked up): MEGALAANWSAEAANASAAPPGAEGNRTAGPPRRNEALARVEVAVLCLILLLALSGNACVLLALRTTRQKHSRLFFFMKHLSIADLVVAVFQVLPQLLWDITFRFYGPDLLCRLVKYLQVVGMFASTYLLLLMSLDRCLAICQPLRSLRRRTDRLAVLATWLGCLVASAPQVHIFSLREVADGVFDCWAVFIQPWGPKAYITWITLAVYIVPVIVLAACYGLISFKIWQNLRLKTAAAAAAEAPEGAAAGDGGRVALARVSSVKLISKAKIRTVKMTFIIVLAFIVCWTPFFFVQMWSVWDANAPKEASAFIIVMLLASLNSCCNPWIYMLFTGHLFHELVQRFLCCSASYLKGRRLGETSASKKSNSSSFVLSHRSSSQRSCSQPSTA
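Assay system: CHO cell line stably expressing human OTR. Reagent: EC15 oxytocin agonist. Dosing: single dose, 3.0 µM nominal final compound concentration. Timing: compound 6 min at room temperature before oxytocin, 100 s read. Signal: kinetic Fluo-8 calcium fluorescence. Controls: oxytocin EC15 low and EC100 high.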
M1 antag: blocks human M1 muscarinic receptor; CHO-K1 hM1, Fluo-8 calcium fluorescence, ACh EC80 antagonist; inhibition, % at 3 µM; 360,000 compounds, 1.3% hits; AID 588852;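 active = percent inhibition above its own plate's cutoff, namely the mean of that plate's compound wells plus 3 SD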;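 note: peak over basal fluorescence ratio during 140 s after agonist addition; 0% = ACh EC80 plus DMSO and 100% = DMSO alone without agonist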
M1 ag parental: M1 agonist counterscreen hit in parental CHO-K1 cells | Fluo-8 calcium fluorescence; scaled to maximal ATP response, vehicle zero | activation, % at 3 µM | 360,000 compounds, 0.48% hits; in the data active = activation above about 15%;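 note: untransfected CHO-K1 host cells lacking M1 receptor as counterscreen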
CHO parental Ca: signal in parental CHO cells, OX1R antagonist counter-screen. parental CHO-K1, ATP-induced calcium, Fluo-8 fluorescence. inhibition, % at 5.6 µM. 330,000 compounds, 0.63% hits;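 active = inhibition above that plate's mean sample inhibition plus 3 SD, cut at about 26% in these data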;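 note: 0% = ATP-challenged DMSO wells and 100% = DMSO wells without ATP; some compounds past the cut are filed as inactive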
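Assay system: untransfected parental CHO cell line. Also added: ATP agonist challenge. Dosing: one dose, 5.6 µM nominal. Measured by: Fluo-8 fluorescence. Read-out: % inhibition. Benchmarks: ATP wells versus no-ATP DMSO wells. Repeats: no replicates.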
* marks the source's active call; other numbers are inactive results; . = no result given.

Order of values – M1 PAM parental, TAAR1 antagonist, M1 ag, CHO-K1 Ca antag, TAAR1 agonist, OXTR potentiator, M1 antag, M1 ag parental, CHO parental Ca
(1) O=C(NCC(=O)N(c1ccccc1)C(C(=O)NC1CCCCC1)c1ccncc1)c1ccco1 (stereo not given)
→ 12, 0, -2, -2, 6, -7, -30, 0.1, -8
(2) COc1ccc(/C(N)=N/OC(=O)c2ccc(C)c([N+](=O)[O-])c2)cc1
→ 17, -1, -3, -5, 8, -12, -14, 3.7, -14
(3) COc1ccccc1CCC(=O)Nc1ccc2c(c1)CN(Cc1ccc(C)o1)CC2
→ 4, 9, -13, -9, 6, -10, -4, 1.8, -17
(4) O=C(Cc1cccc(F)c1)N1CCOCC1
→ 7, -12, -2, -3, 3, ., -16, 0.6, .
(5) O=c1oc2ccccc2c(Nc2cccc(O)c2)c1[N+](=O)[O-]
→ 18, 1, -2, -18, 3, -18, -10, 1.3, -3
(6) CC(NC(=O)c1ccccc1F)c1nnc(SCC(=O)Nc2nccs2)n1C (stereo not given)
→ -8, -21, -2, -8, 6, -9, -3, 0.4, -8
(7) CC(C)C(NC(=O)c1ccccc1Br)c1ccccc1 (stereo not given)
→ 15, -3, -3, -19, 5, 0, -8, 0.7, -27
(8) CCCCn1c(N)c(N(CCC(C)C)C(=O)CSc2nncn2-c2ccccc2)c(=O)[nH]c1=O
→ 12, -6, -2, -15, 2, -8, -3, 0.2, -14
(9) O=C(Nc1ccccc1)C1CCN(C(=O)c2ccco2)CC1
→ 8, -11, -4, -9, 2, -3, -10, 1.8, -13
(10) C[C@H]1CN([C@@H](C)CO)C(=O)c2cccc(NC(=O)c3ccc(-c4nccs4)cc3)c2O[C@@H]1CN(C)C(=O)NC1CCCCC1
→ -14, 10, -8, 2, 5, -7, -13, 0.0, -6
(11) CS(=O)(=O)N1CCN(c2ccc([N+](=O)[O-])c(N3CCOCC3)c2)CC1
→ 26, 9, -1, -13, 3, -12, -9, 0.2, -20
(12) COCCCNC(=O)CN(c1ccc(F)cc1)S(=O)(=O)c1ccc2c(c1)OCCO2
→ 17, -1, -6, -15, -2, -5, -11, 1.5, -5
(13) O=S(=O)(c1ccc(-c2nnc(SCc3nnc(-c4ccccc4)o3)o2)cc1)N1CCCC1
→ 10, 6, -3, 0, 11, 1, -6, 0.2, -2
(14) CC1CC(C)CN(S(=O)(=O)c2ccc(NC(=O)c3ccc(=O)[nH]c3)cc2)C1 (stereo not given)
→ -5, -12, -3, -8, 9, -2, 16, 0.4, 3
(15) Cc1nnc(SCc2cc(=O)[nH]c(N3CCN(Cc4ccccc4)CC3)n2)s1
→ 24, 15, -1, -21, 2, -8, -22, 2.4, -7
(16) CC(C)OCCCNC(=O)C1CC(=O)N(CCc2ccccc2)C1 (stereo not given)
→ 14, -17, -1, -19, 3, -8, -14, 0.9, -8
(17) O=c1c2cc(NC(=S)NC3CC3)ccc2nc2n1CCCCC2
→ 14, -9, -7, -3, 5, 7, 1, 0.2, 0
(18) CCOc1ccccc1OC(=O)c1ccco1
→ -6, 3, -1, 27*, 7, -3, 12, -0.3, 3
(19) CCOC(=O)c1ccc(NS(=O)(=O)c2cc(-c3nnnn3C(C)C)ccc2OC)cc1
→ 17, 1, -1, -12, 12, -10, -14, 1.1, -22
(20) COc1ccc(NC(=O)c2cc(C3CCCCN3S(=O)(=O)c3ccc(F)cc3F)on2)c(C)c1 (stereo not given)
→ 11, 13, -6, -3, 3, ., -12, 2.2, .
(21) OCC1OC(c2ccc(O)cc2O)C(O)C1O (stereo not given)
→ -11, -8, ., -20, 0, ., ., 0.8, .
(22) Cc1ccc(S(=O)(=O)N2CCC[C@H]2C(=O)NCc2ccccc2Cl)cc1
→ 1, -18, -2, -3, 1, -3, -10, 0.3, -18
(23) COC(=O)[C@@]12CCCN1[C@H](c1ccc(-c3ccc(OC)cc3)c(OC)c1)[C@H]1C(=O)N(C)C(=O)[C@H]12
→ 11, -4, -4, -16, 0, 0, 6, 0.2, -11
(24) Cc1ccc([N+](=O)[O-])cc1NC(=O)CSc1n[nH]c(-c2cccnc2)n1
→ 3, -20, -4, -7, -1, -5, -8, 0.1, -8
(25) CCCCn1c(N)c(-c2nc3ccccc3s2)c2c([N+](=O)[O-])nn(CC)c(=O)c21
→ 9, 0, -2, -6, 8, 3, 11, 0.1, -14
(26) Cc1cc(NC(=O)CCC(=O)N(CC(=O)NC2CCCC2)Cc2ccc3c(c2)OCO3)no1
→ 8, 4, -10, -3, 4, -8, -7, 0.1, -13
(27) CN1CCN(C(=O)c2ccc(N(C)S(=O)(=O)c3cccs3)cc2)CC1
→ 23, 17, -10, -12, 15, -16, -7, 0.2, -1
(28) Cn1ccc2c(-c3ccc(C(F)(F)F)cc3)cc3c(c21)C1CCC3O1 (stereo not given)
→ -6, -31, -5, -14, 1, ., -14, -0.6, .
(29) COc1cccc(NC(=S)N2CCc3cc(OC)c(OC)cc3C2)c1
→ 17, -27, -2, -6, 2, 1, -8, 0.4, -3
(30) Cc1ccc(S(=O)(=O)N2CCN(C(=O)COC(=O)COc3ccc(Cl)cc3C)CC2)c(C)c1
→ 6, 20, 0, -13, 1, ., 3, 5.4, .
(31) O=C(Cn1c(=O)oc2ccccc21)NCCc1ccccc1
→ -7, -3, 0, 7, 0, -5, -14, 0.1, -15
(32) CCC(C)NC(=O)C1(O)c2cc(Br)ccc2NC(=O)N1c1cccc(OC)c1 (stereo not given)
→ 14, 4, -3, -7, 2, -7, -11, 0.9, -7
(33) COc1cc(C(=O)NCc2nnc(SCC(=O)Nc3ccc4c(c3)OCO4)o2)cc(OC)c1OC
→ 13, 1, -6, -7, 4, -9, -3, -0.1, 2
(34) CCNC(=S)Nc1ccc(C)c(Cl)c1
→ 3, 5, -5, 4, 2, -12, -1, 0.8, 2
(35) COc1ccccc1CC(=O)Nc1cccc(F)c1
→ 19, 2, -8, 0, 7, -10, -5, 2.8, 0
(36) COc1ccc(-c2cc(C)no2)cc1S(=O)(=O)N(C)c1cccc(C)c1
→ -19, -10, 2, 6, -1, -19, -1, 0.8, -2
(37) COc1ccc(CN2CCCC(C(=O)c3cccc(C(F)(F)F)c3)C2)cc1O (stereo not given)
→ 13, -10, -15, -6, 5, -4, 31, 0.5, -29
(38) CC1(C)CC(CCNS(=O)(=O)c2ccccc2)(c2ccccc2)CCO1 (stereo not given)
→ 2, 11, -4, 4, 3, -6, 2, 0.1, -19
(39) Cc1cc(C)n(-c2nncn2NC(=O)c2ccc(Cl)cc2O)n1
→ 14, -12, -3, -5, 7, -3, -7, 0.2, -15
(40) COc1cccc2cc(S(=O)(=O)c3ccccc3)c(=Nc3ccc4c(c3)OCCO4)oc12
→ 8, -41, -7, -5, 3, -1, -2, 1.0, -19
(41) CC1CC(C)CN(S(=O)(=O)N2CCCC(C(=O)NC3CCCCC3)C2)C1 (stereo not given)
→ 14, -21, -3, -9, 2, -4, -13, 0.9, -3
(42) O=C(Nc1nccs1)c1ccc(Cl)s1
→ -10, -11, -2, 8, 3, -2, 17, 0.4, -9
(43) COc1ccc(-c2ccc3c(c2)c(-c2cccs2)c(-c2cc(OC)cc(OC)c2)n3C)cc1
→ -15, 3, -1, 6, 3, -2, -13, -0.1, -11
(44) CCc1ccc(C(=O)CSc2nc(C)cc(=O)[nH]2)cc1
→ -2, 10, -2, 5, 7, -6, -14, 0.2, -5
(45) N#CCCn1cc(/C=N/NC(=O)c2ccncc2)c(-c2ccccc2)n1
→ 7, -6, -3, -8, 8, -7, -1, 0.0, -13
(46) Cc1ccc(S(=O)(=O)NCCCNS(=O)(=O)c2ccc(C)cc2)cc1
→ 2, -8, 0, -12, -1, -10, -1, 5.0, -17
(47) CSCCC(C(=O)OCC(=O)c1ccc(C)c(C)c1)N1C(=O)c2ccccc2C1=O (stereo not given)
→ 19, 18, -8, -8, 5, -1, 8, 2.6, 11
(48) COc1ccc(NC(=O)c2cc(-c3ccco3)on2)cc1
→ 8, -26, -4, -10, 2, -11, -3, 0.5, 64*
(49) COc1cc(/C=C(\C#N)c2[nH]nc(N)c2C#N)cc(OC)c1O
→ 5, -2, -1, -8, 3, -6, -2, 0.8, 4
(50) COC(=O)c1ccc(Cn2cnc3c(cnn3-c3ccc(F)cc3)c2=O)o1
→ 11, 4, 1, -3, 14, -7, 3, 2.1, -17
(51) C[C@H](NC(=O)N1CCn2c1nc1ccccc12)C(=O)NC1CCCCC1
→ 12, -16, -5, -8, 2, 0, -20, -0.7, -20
(52) COc1ccc(NC(=O)CCN2CCN(S(=O)(=O)c3ccc(F)cc3)CC2)cc1
→ -12, -18, -1, -4, 2, 4, -2, 1.4, -9
(53) CCn1nc(NC(=O)CC(C)C)c2cc3cccc(C)c3nc21
→ -4, -3, -3, 3, 1, 1, -6, -0.7, -10
(54) Cn1c(=O)c2[nH]c(Cc3cccc(O)c3)nc2n(C)c1=O
→ 12, 0, -4, -11, 3, ., -16, 0.4, .
(55) Cc1ccc(N(CCC(=O)O)S(=O)(=O)c2ccc(C)cc2)cc1
→ 19, 3, -8, -7, 3, -3, -1, 0.9, -1
(56) O=C(COC(=O)C1CCC1)Nc1cc(S(=O)(=O)N2CCCCC2)ccc1Cl
→ 18, -6, -3, 10, 6, -6, -7, 0.3, -15

Single entries from the results shown:
Entry of cpd 33 under CHO parental Ca: 2
Entry of cpd 50 under CHO parental Ca: -17

Retrieved one by one from the list above (two):
Order of values – M1 PAM parental, TAAR1 antagonist, M1 ag, CHO-K1 Ca antag, TAAR1 agonist, OXTR potentiator, M1 antag, M1 ag parental, CHO parental Ca
(54) Cn1c(=O)c2[nH]c(Cc3cccc(O)c3)nc2n(C)c1=O
→ 12, 0, -4, -11, 3, ., -16, 0.4, .
(32) CCC(C)NC(=O)C1(O)c2cc(Br)ccc2NC(=O)N1c1cccc(OC)c1 (stereo not given)
→ 14, 4, -3, -7, 2, -7, -11, 0.9, -7
